# LDHA block: LDHA (human) enzyme inhibition; activity change, % (values are at about 110 or 230 µM); 0.15% of 480,000 active; purified LDHA, NADH/diaphorase-resazurin fluorescence; active compounds read low; in the data active means activity change below about -30%; inconclusive means mostly about -25% to -30%;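 further: plate controls were DMSO wells for no effect and wells without enzyme for full effect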
#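 Remaining NADH was detected by diaphorase (0.133 mg/mL) converting 37 µM resazurin to fluorescent resorufin, read at 0 and 20 minutes. The preceding 5-minute room-temperature reaction used 2 nM LDHA, 0.2 mM sodium pyruvate and 0.06 mM NADH at pH 7.4.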
# POLB inh: DNA polymerase beta (human) inhibition. 1.3% of 340,000 active. P06746. Potency, µM (highest dose often 114 µM), inactives show at the top dose activity change, negative = inhibition, usual class: inhibitors. Pol beta primer extension/strand displacement, fluorescence kinetic. AID 485314; further: potency means the concentration at half of the fitted maximal effect; on the % scale 0 is the no-effect control and ±100 the full control effect
#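 Reaction started by 50 nM substrate onto compound-treated Pol beta (10 nM, 15 min preincubation, room temperature); plates read at 0 min and 10 min. Normalized concentration-effect data fitted by four-parameter Hill equation.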
# Pol eta inh: blocks human DNA polymerase eta activity | Potency, µM (top dose mostly 114 µM), inactives show top-dose activity change, negative = inhibition, usual class: inhibitors | AID 588591 | 1.2% of 390,000 active | recombinant Pol eta, fluorescent DNA replication assay; further: potency means the concentration at half of the fitted maximal effect; on the % scale 0 is the no-effect control and ±100 the full control effect
#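 Pol eta at 10 nM preincubated with compounds 15 min at room temperature; reaction started with fluorescent substrate (50 nM final) and read kinetically at 0 and 10 min.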
# POLI inh: inhibitors of human DNA polymerase iota; Q9UNA4; Pol iota fluorescent replication assay, 10 min; Potency, µM (doses to about 115 µM), inactives show top-dose activity, negative = inhibition, usual class: inhibitors; 1% of 390,000 active; further: potency means the concentration at half of the fitted maximal effect
# Target sequence (Q9UNA4 whole entry, looked up): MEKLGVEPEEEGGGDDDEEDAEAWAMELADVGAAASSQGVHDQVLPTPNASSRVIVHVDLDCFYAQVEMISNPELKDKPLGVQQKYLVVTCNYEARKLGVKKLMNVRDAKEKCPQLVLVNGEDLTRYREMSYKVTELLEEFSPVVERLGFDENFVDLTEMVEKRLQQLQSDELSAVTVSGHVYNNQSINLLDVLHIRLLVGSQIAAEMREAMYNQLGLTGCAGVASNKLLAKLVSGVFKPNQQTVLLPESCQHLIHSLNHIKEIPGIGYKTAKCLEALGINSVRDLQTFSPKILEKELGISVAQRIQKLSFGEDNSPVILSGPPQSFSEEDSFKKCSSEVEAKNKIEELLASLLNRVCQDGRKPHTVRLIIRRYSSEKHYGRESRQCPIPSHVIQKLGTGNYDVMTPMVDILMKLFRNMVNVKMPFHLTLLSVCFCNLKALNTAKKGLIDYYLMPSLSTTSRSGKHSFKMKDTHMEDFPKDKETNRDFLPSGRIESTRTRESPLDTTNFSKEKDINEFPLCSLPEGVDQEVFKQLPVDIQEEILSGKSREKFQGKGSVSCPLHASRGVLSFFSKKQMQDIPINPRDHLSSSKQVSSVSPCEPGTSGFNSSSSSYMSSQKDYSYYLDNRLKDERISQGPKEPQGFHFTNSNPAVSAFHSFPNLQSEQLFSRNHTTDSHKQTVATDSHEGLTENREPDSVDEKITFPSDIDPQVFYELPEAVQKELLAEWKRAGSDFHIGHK
#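 Pol iota at 10 nM preincubated 15 min with compounds at room temperature; reaction started with fluorescent substrate, 50 nM final. Fluorescence read kinetically at 0 and 10 min; buffer-only wells as negative control.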
# POLK inh: DNA polymerase kappa (human) inhibition. Q9UBT6. purified Pol kappa, fluorescent DNA synthesis assay, 10 min. Potency, µM (series often up to 107 µM), for inactives: top-dose activity, negative = inhibition, hits mostly inhibitors. 0.53% of 400,000 active. AID 588579; further: potency means the concentration at half of the fitted maximal effect; on the % scale 0 is the no-effect control and ±100 the full control effect
#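 Enzyme at 10 nM met test compounds for 15 min at room temperature. Substrate addition (50 nM final) began the reaction, which was monitored by fluorescence at 0 and 10 min.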
# Apoferritin bind: binds horse apoferritin like a general anesthetic; Potency, µM (highest dose often 77.5 µM), for the others: at the highest dose activity change, negative = displacement, hits mostly inhibitors; 0.074% of 350,000 active; apoferritin/1-aminoanthracene competitive binding, fluorescence; P02791; further: potency means the concentration at half of the fitted maximal effect; on the % scale 0 is the no-effect control and ±100 the full control effect; nearly all actives have a fitted effect of over 20% in size
# Target sequence (P02791 2-175 limits assumed): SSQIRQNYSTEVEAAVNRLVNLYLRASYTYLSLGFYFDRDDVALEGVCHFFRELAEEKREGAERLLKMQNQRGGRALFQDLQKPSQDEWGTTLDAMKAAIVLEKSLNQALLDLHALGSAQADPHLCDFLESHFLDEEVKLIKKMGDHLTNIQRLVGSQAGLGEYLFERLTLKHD
#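 Horse-spleen apoferritin (10 uM) in 50% saturated 1-aminoanthracene in PBS was incubated 10 min at room temperature with compound. Fluorescence (ex 380, em 535 nm) was normalized to free and bound 1-AMA, with concentration-response fitted by a four-parameter Hill equation.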
# APE1 inh: blocks human APE1 abasic DNA cleavage; 0.35% of 350,000 active; P27695; recombinant APE1, TAMRA/BHQ-2 abasic DNA cleavage fluorescence; AID 2517; Potency, µM (top dose mostly 65.8 µM), for the others: top-dose activity change, negative = inhibition, actives largely listed as inhibitors;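 further: potency means the concentration at half of the fitted maximal effect; plate controls were vehicle for no effect and reference inhibitor for full effect; nearly all actives have a fitted effect of over 55% in size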
#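 Substrate: short duplex with […] THF abasic site, 5'-TAMRA and 3'-BHQ-2, 50 nM final. APE1 at 0.75 nM, preincubated 15 min RT with compound. Fluorescence increase from first to third read measured activity.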
# BLM helicase inh: Bloom syndrome helicase (human) inhibition | 0.2% of 350,000 active | recombinant BLM DNA unwinding, fluorescence dequenching | P54132 | AID 2528 | Potency, µM (doses to about 56.1 µM), for inactives: at the top dose activity change, negative = inhibition, most hits filed as inhibitors;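 further: potency means the concentration at half of the fitted maximal effect; plate controls were vehicle for no effect and no enzyme for full effect; nearly all actives have a fitted effect of over 35% in size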
# GRP78 ERSR act: induces the endoplasmic reticulum stress response in human glioma cells; U87-MG GRP78 promoter luciferase reporter, 16 h; 0.02% of 420,000 active; Potency, µM, for inactives: at the highest dose activation, most hits filed as activators; further: potency means the concentration at half of the fitted maximal effect; series mostly up to about 76 µM; % of control where 0% means no effect; nearly all actives have a fitted effect of over 35% in size
#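 Stably transfected U87-MG human glioma cells carrying a GRP78-based luminescent sensor were seeded at 1000 cells/well, pin-dosed with compounds and incubated 16 h. Luciferase reagent was then added, and end-point luminescence was read after 10 min at room temperature.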
# * = called active by the depositor; ? = inconclusive; . = not tested or not shown; & = joins results of further samples; [ ] = remark or other dose. Unless noted, the call rests on the fitted dose curve; in most records, active means well fitted curve in the direction sought with a large enough effect; inconclusive means small, poorly fitted or top-dose-only effect, or another doubt; inactive means no such curve, though single readings can be large; an effect the other way counts as inactive or inconclusive. This is a subset (hit frequency here may not be typical).
SMILES,LDHA block,POLB inh,Pol eta inh,POLI inh,POLK inh,Apoferritin bind,APE1 inh,BLM helicase inh,GRP78 ERSR act
CCN(CC)CCN1C(=O)C(=O)/C(=C(/O)c2ccncc2)C1c1ccccc1 (stereo not given),-2,35%,-10%,10%,-3%,-12%,14%,-1%,-4%
Cc1ccc2oc3c(c(=O)c2c1)C(c1cccs1)N(CCCN(C)C)C3=O (stereo not given),3,-1%,-5%,-16%,-9%,-12%,9%,-2%,-1%
Cc1ccc(-n2ncc(C(=O)NCCCN3CCc4ccccc4C3)c2C2CCN(C(=O)OC(C)(C)C)CC2)cc1C,-2,9%,-13%,4%,-1%,-15%,.,-2%,-5%
O=C(Nc1sc2c(c1C(=O)NCC1CCCO1)CCCC2)c1cccs1 (stereo not given),-1,7%,-11%,-4%,-6%,-19%,-3%,-8%,-1%
CN(Cc1ccccc1)C(=O)c1ccc(NC(=O)Cc2cccc(NC(=O)C3CCN(C(=O)C4CCCC4)CC3)c2)cc1,0,.,-12%,7%,3%,.,9%,.,-1%
CN(Cc1ccccc1Cl)C(=O)c1cc2ccccc2o1,-22,13%,-15%,-25%,-9%,?,-8%,-7%,0%
Cc1nnc(NC(=O)c2csc3c2CCC(C)C3)s1 (stereo not given),-3,-19%,-3%,-1%,6%,-12%,7%,-5%,3%
CCOc1ccc(NC(=O)CN(C)C(=O)c2cc(C)oc2C)cc1OCC,-2,.,-20%,24%,-21%,.,29%,.,-3%
O=C(Nc1ccccc1Cl)N(Cc1nc2ccccc2c(=O)[nH]1)Cc1cccs1,-4,5%,8%,15%,-5%,-4%,4%,-2%,-7%
COCCOC(=O)C1=C(C)Nc2ncnn2C1c1ccc(F)cc1 (stereo not given),-7,8%,3%,-5%,-5%,3%,12%,0%,-1%
Cc1ccccc1NC1=C(Cl)C(=O)OC1OC(=O)c1ccco1 (stereo not given),-4,1%,6%,?,1%,-20%,6%,-6%,-3%
CC1SC(c2ccccc2Cl)NC1=O (stereo not given),3,1%,-7%,5%,-14%,-11%,-4%,-4%,-1%
COc1cccc(CNc2nc(Cl)nc3nc[nH]c23)c1,-4&-3,.,.,-13%&12%,-12%&2%,.,.,.,-3%&-1%
CCOc1ccc(-n2c(SCC(N)=O)nnc2-c2ccco2)cc1,0,15%,-14%,21%,-3%,-6%,0%,0%,-6%
COC(=O)CC(NC(=S)NC(=O)c1ccccc1)c1ccc(Br)cc1 (stereo not given),-1,?,-19%,-14%,6%,-16%,-17%,-14%,-2%
Clc1ccccc1CSc1nncn1NC/C=C/c1ccccc1,-3,5%,-21%,10%,-18%,?,-2%,-6%,-1%
COc1cc(OC)cc(OC(=O)C2CCN(C(=O)c3ccc(Cl)cc3)CC2)c1,5,.,-13%,-10%,7%,.,-2%,.,-4%
Cc1ccc(NC(=S)N=Nc2c(O)n(C)c3ccc(S(=O)(=O)N4CCOCC4)cc23)cc1C,5,-10%,-8%,9%,-15%,0%,-2%,-3%,-2%
[N-]=[N+]=N[C@@H](CCN1CC[C@H](O)CCC1=O)c1ccccc1,4,16%,-12%,-4%&23%,-16%&6%,2%,39%,0%,-3%&-2%
CCOc1ccc(S(=O)(=O)Nc2cc(S(=O)(=O)N3CCOCC3)ccc2OC)cc1,1,.,-14%,24%,0%,.,16%,.,-2%
CCOC(=O)C1=C(CSCc2ccccc2)NC(=O)NC1c1cc(C)ccc1C (stereo not given),-2,4%,-19%,-2%[58.9 µM],-19%,-9%,-9%,-14%,1%
O=C(N/N=C1/CC2C=CCC12)c1cccs1 (stereo not given),-2,6%,-5%,4%,4%,-7%,19%,0%,5%
Cc1ccccc1C(=O)N1CCC(C(=O)Nc2ccc(S(=O)(=O)N3CCCCC3)cc2)CC1,-5,-5%,-8%,24%,-12%,-18%,-3%,-15%,-5%
NC(=O)CSc1nnc(-c2ccc(S(=O)(=O)N3CCOCC3)cc2)n1CC1CCCO1 (stereo not given),-12,1%,6%,-8%,-1%,-6%,-1%,-1%,-2%
CCN=C1SC(CC(=O)Nc2sc3c(c2C#N)CCCC3)C(=O)N1CC (stereo not given),0,16%,-16%,8%,-1%,-9%,12%,-5%,-6%
Cc1ccc(NC(=O)COc2coc(CN3CCN(Cc4ccccc4)CC3)cc2=O)cc1,1,.,-4%,2%,-11%,.,10%,.,-5%
CCCOP(=O)(c1ccc(N(C)C)cc1)C(O)c1cccnc1 (stereo not given),-5,13%,-9%,12%,-7%,-5%,-1%,-3%,-5%
O=C(Cc1ccc(Br)cc1)Nc1cccc(S(=O)(=O)N2CCOCC2)c1,-2,.,-11%,11%,-6%,.,21%,.,-6%
Cc1onc(-c2c(F)cccc2Cl)c1C(=O)N1CCN(c2ncc(Br)cn2)CC1,-8,-5%,-11%,63%[activator],-4%,-7%,1%,6%,-5%
Cc1ccc(CNC(=O)CCC(=O)Nc2nnc(C(C)C)s2)cc1,0,6%,0%,11%,6%,5%,0%,0%,-4%
O=C1CN(C(=O)c2ccc(Br)o2)C(c2ccccc2)c2cc(F)ccc2N1 (stereo not given),1,-13%,-19%,5%,-1%,-14%,-3%,-6%,-3%
COc1ccc(Cl)cc1C(=O)NNC(=O)c1nc2nc(C)cc(C)n2n1,1,0%,-11%,52%[activator],-4%,0%,?,2%,-3%
COc1ccc(NC(=O)Nc2ccc(N(C)C)cc2)cc1,7,10%,-3%,-9%,-15%,-10%,-8%,-2%,-8%
COc1ccc(/C=C2\Sc3ccc(C(=O)NCCN4CCCCCC4)cc3N(C)C2=O)cc1,-1,?,-19%,-14%,8%,-24%,-12%,-3%,-3%
COc1cccc(-c2cc(C(=O)N3CCN(C(=O)c4ccco4)CC3)on2)c1,1,3%,-13%,17%,8%,-9%,53%,2%,4%
O=C(O)C1CCC(=O)N1C1CCCC1 (stereo not given),0,13%,-9%,-3%,-21%,-1%,-7%,-2%,1%

# 3 compounds picked at random from the list so far:
SMILES,LDHA block,POLB inh,Pol eta inh,POLI inh,POLK inh,Apoferritin bind,APE1 inh,BLM helicase inh,GRP78 ERSR act
COc1ccc(/C=C2\Sc3ccc(C(=O)NCCN4CCCCCC4)cc3N(C)C2=O)cc1,-1,?,-19%,-14%,8%,-24%,-12%,-3%,-3%
O=C(O)C1CCC(=O)N1C1CCCC1 (stereo not given),0,13%,-9%,-3%,-21%,-1%,-7%,-2%,1%
CCN=C1SC(CC(=O)Nc2sc3c(c2C#N)CCCC3)C(=O)N1CC (stereo not given),0,16%,-16%,8%,-1%,-9%,12%,-5%,-6%

# The list continues.
SMILES,LDHA block,POLB inh,Pol eta inh,POLI inh,POLK inh,Apoferritin bind,APE1 inh,BLM helicase inh,GRP78 ERSR act
CCOc1ccccc1CN1CCCC(C(=O)c2ccc(OC)c(OC)c2)C1 (stereo not given),-7,-9%,-6%,-17%,-1%,-3%,15%,-5%,-4%
O=C(CC1C(=O)NCCN1CC1CCCCC1)NCc1ccc(Cl)cc1 (stereo not given),1,4%,-15%,30%,8%,?,3%,-23%,0%
CC(C)CC(=O)N1CCN(S(=O)(=O)c2ccccc2)CC1,0,6%,-16%,25%,-5%,-14%,3%,-5%,-4%
Cc1occc1C(=O)NNC(=S)NCc1ccc(Cl)cc1,1,-5%,-10%,16%,6%,-2%,-11%,-4%,-6%
N#C/C(=C/c1ccc(OCc2ccc(C(=O)O)cc2)c(Br)c1)c1cccc(F)c1,-7,?,?,?,-29%,-5%,?,-25%,-2%
Cc1nnc(NC(=O)CCC(=O)N2CCC(C)CC2)s1,4,8%,-10%,-3%,0%,0%,14%,6%,-4%
CN1CCN(C(=O)CN(C)S(=O)(=O)c2ccc(F)cc2)CC1,-7,-19%,-18%,16%,12%,-6%,-20%,-5%,4%
COc1cc(SC)ccc1C(=O)OCC(=O)N1CCCC1,-5,0%,-12%,58%[activator],6%,4%,-4%,1%,1%
Cc1ccc(NC(=O)Cc2nnc(SCC(=O)Nc3ccccc3)n2C)cc1,-10,4%,-13%,72%[activator],-8%,1%,1%,-1%,-1%
COc1ccc(-c2ncncc2-c2ccc(Cl)cc2)c(O)c1,-3,-6%,-10%,44%[activator],-6%,-12%,13%,-6%,-3%
CC(C)Nc1ccc(-c2nc(-c3ccco3)no2)cc1[N+](=O)[O-],-1,9%,-6%,3%,-4%,-18%,.,0%,-3%
Cn1c(CCc2ccccc2)nnc1SCC(=O)N1CCCC1,-3,6%,-16%,14%,3%,4%,1%,-1%,-5%
CSc1nc(N)c(C#N)c(-c2ccccc2Cl)c1C#N,-6,-21%,-15%,-2%,-9%,?,-4%,-9%,4%
Cc1ccc(OCCC(=O)NNC(=O)c2nn(C)c(=O)c3ccccc23)cc1,-7,.,-19%,16%,-8%,.,10%,.,-1%
COC(=O)c1ccccc1S(=O)(=O)N1Cc2cc([N+](=O)[O-])ccc2Oc2ccccc21,0,-21%,-10%,?,-4%,-21%,-5%,-4%,-4%
CCC(=O)Nc1cccc(C(=O)/C=C/c2cccs2)c1,-3,3%,?,?,-13%,?,-2%,-1%,?
CCOC(=O)Cc1c(C)nc2c(-c3ccc(Cl)cc3)c[nH]n2c1=O,2,3%,-10%,20%,1%,-10%,0%,-1%,5%
COC(=O)[C@@]12CCCCN1[C@H](c1ccc(-c3cccc(Cl)c3)cc1)[C@@H]1C(=O)N(C)C(=O)[C@@H]12,4,.,-23%,36%[activator],1%,.,3%,.,-3%
COc1ccc(N(C(=O)Cn2nnc(-c3ccc(Cl)cc3)n2)C(C(=O)NCC2CCCO2)c2ccncc2)cc1 (stereo not given),0,0%,-19%,58%[activator],-1%,-13%,4%,-5%,-3%
Cc1ccc(N(CCC(=O)Nc2nnc(C3CC3)s2)S(=O)(=O)c2ccccc2)cc1,.,11%,.,.,.,-20%,1%,-3%,.
Cc1cc(C)cc(NC(=O)Cn2nnc(C(=O)NCCc3ccccc3)c2N)c1,-12&-15,?,-13%&-7%,?,-24%&-25%,-13%&0%,-10%,-13%&-10%,-2%&0%
CC(=O)c1ccc(S(=O)(=O)N2CCN(C(=O)c3ccc(COc4ccccc4)o3)CC2)cc1,-6,.,-22%,17%,-1%,.,-10%,.,1%

# Screening results as filed in PubChem BioAssay.
